Pyk2 oligo antag: antagonists of Pyk2 self-association, primary screen, Q293 cells, FERM NanoBiT luminescence, HTS; Protein-tyrosine kinase 2-beta (Homo sapiens), Q14289; active compounds read low; z-score (the deposit names both 25 µM and 10 µM); actives 0.83% (n = 99,000);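 active = Z-score of -3 or lower, scaled per plate to the spread of control and sample wells; inactive = z-score above -3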;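 also: negative z-score means lost luminescence so less FERM oligomerization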
HUVEC prolif 384: inhibitors of HUVEC proliferation, primary screen, cell-based, 384-well | CellTiter-Glo luminescence, 72 h; active compounds read low | viability, % at 10 µM (by protocol) | actives 1.1% (n = 86,000) | AID 648, 2007;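 active = viability at or below 30%; inactive = viability above 30%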;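 also: 100% = median luminescence of DMSO-only cell control wells on each plate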
Fibroblast inh: antiproliferative effect on LL 47 fibroblasts – human, LL 47 cells, CellTiter-Glo luminescence, primary screen; LL 47 human lung fibroblast viability, ATP luminescence; active compounds read low; viability, % at 10 µM; actives 1.1% (n = 85,000); AID 719, 2007;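 active = viability at or below 50% in the single dose screen; inactive = viability above 50%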;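 also: compound exposure lasted 72 h before the ATP readout; 100% = median luminescence of untreated cell-only wells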
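Test system: LL 47 human lung fibroblasts; Quantity: 1,150 cells/well; Buffer or medium: IMEM plus 15% FBS; Dosing: tenfold compound dosing solution, DMSO at 0.1%; Timing: overnight cell rest, 72 h compound treatment at 37 °C; Detection: ATP-based CellTiter-Glo luminescent readout; Read-out basis: viability percentage against median untreated-cell control; Controls: cell-only wells, no compound.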
VCAM1 TNFa inh: inhibitors of TNFa-induced VCAM1 expression, primary screen, imaging, HUVEC, TNFa stimulus, immunofluorescence; HUVEC TNFa-induced VCAM-1 immunofluorescence, high-content imaging; inhibition, % at 2 µM; actives 0.48% (n = 95,000);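 active = inhibition above the batch mean plus 3 SD, with images confirmed as a hit by eye, cut at about 37% in these data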;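 also: 0% = TNF-stimulated DMSO wells and 100% = unstimulated control wells; not every result past the cut was called active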
Smad3 FoxH1 inh: Smad3/FoxH1 peptide binding inhibitors, primary screen, biochemical, TR-FRET; inhibition, % at 25 µM; TR-FRET Smad3/Dy647-FoxH1 peptide binding, europium anti-His; Mothers against decapentaplegic homolog 3 (Homo sapiens), P84022; actives 0.29% (n = 88,000);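 active = compounds that reduce the energy-transfer binding signal between the protein and its labelled peptide by more than half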;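 also: 0% = Smad3 plus labelled peptide maximal FRET and 100% = peptide-only background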
Target sequence (P84022 whole entry, looked up): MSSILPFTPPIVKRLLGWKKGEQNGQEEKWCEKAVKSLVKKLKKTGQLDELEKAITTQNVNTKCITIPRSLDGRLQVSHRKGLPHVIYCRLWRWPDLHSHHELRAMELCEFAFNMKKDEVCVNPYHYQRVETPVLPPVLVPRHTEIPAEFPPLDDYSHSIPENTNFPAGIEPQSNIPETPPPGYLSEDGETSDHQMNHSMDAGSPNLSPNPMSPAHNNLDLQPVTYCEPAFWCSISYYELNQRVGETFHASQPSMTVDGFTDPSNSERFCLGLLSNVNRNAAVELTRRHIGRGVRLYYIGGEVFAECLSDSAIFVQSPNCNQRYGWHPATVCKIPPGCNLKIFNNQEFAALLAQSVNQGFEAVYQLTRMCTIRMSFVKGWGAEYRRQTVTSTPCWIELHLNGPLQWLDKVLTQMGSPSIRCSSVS
H69AR growth 86K: proliferation blockers of H69AR lung cancer cells, primary screen, cell-based, human, 86K library; H69AR lung tumor viability, ATP luminescence, 72 h; active compounds read low; viability, % at 10 µM; actives 6% (n = 85,000);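 active = viability at or below 40%; inactive = viability above 40%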;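 also: multidrug resistant small cell line overexpressing MRP-1 efflux transporter; 100% = mean luminescence of untreated control wells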
HUVEC tox IL1B: cytotoxicity in IL-1B stimulated HUVEC, primary screen, cytotoxicity control for IL-1B NFkB translocation project, imaging, Hoechst nuclear count, IL-1B stimulus | AID 845, 2007 | actives 0.41% (n = 94,000) | HUVEC cell count loss | cell count reduction, % at 2 µM;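 active = cell count reduction more than 3 SD above the screen-wide mean, cut at about 70% in these data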;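 also: normalized per plate to untreated control cells as the no-loss baseline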
HUVEC tox TNFa: cytotoxicity in TNFa-stimulated HUVEC, primary screen, cytotoxicity control for VCAM1 expression modulator project, imaging, Hoechst nuclei count | HUVEC TNFalpha-stimulated, Hoechst cell count | cell count reduction, % at 2 µM | actives 0.17% (n = 93,000);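 active = cell count reduction exceeding the screen mean by over 5 SD, scaled to untreated wells per plate, cut at about 78% in these data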;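 also: cells counted after 24 h of TNF alpha exposure following the 1 h pretreatment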
cytoskel mod: modifiers of F-actin cytoskeleton organization, primary screen, imaging, HUVEC, phalloidin staining, high-content imaging. HUVEC TNFa F-actin phalloidin imaging. inhibition, % at 2 µM. actives 0.18% (n = 91,000). AID 836, 2007;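 active = inhibition above the batch mean plus 3 SD and confirmed as a hit by visual image inspection, cut at about 30% in these data, passing the limit was not always enough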; also: strong numbers were not always called active
Active calls of the source: *; · = no result given; [ ] = remark or other dose.

SMILES	Pyk2 oligo antag	HUVEC prolif 384	Fibroblast inh	VCAM1 TNFa inh	Smad3 FoxH1 inh	H69AR growth 86K	HUVEC tox IL1B	HUVEC tox TNFa	cytoskel mod
COC(=O)c1sc(NC(=O)CC(C)C)c(C(=O)OC)c1C	-0.93	88.8	96.1	1.9	2.3	72.0	23.1	-25.8	-7.8
COc1cccc(N(CC(=O)Nc2cccc(C(C)=O)c2)S(C)(=O)=O)c1	-0.8	88.0	91.0	-13.2	-0.4	98.4	-13.1	-12.4	6.5
CCCCOc1ccccc1NC(=O)C=C(C)C	-0.25	99.6	95.3	-6.0	-3.2[fluorescence artefact?]	97.9	-12.7	-5.0	-8.2
CNC(=O)c1c(N)sc2c1CCCCC2	·	85.0	109.5	11.2	6.6	86.2	-13.4	-42.6	7.5
O=C(CCC(=O)c1ccc[nH]1)c1ccc(Cl)cc1	-0.92	98.0	104.7	-13.1	8.1	98.6	38.5	4.6	4.0
Nc1nc(-c2ccc(Cl)cc2)cn1N	0.43	96.4	103.0	21.9	-2.2	98.2	-10.4	-1.3	·
CC(=O)N=c1sc(S(N)(=O)=O)nn1C	·	96.0	94.5	·	2.5	101.3	·	·	·
COc1cc(C2NC(=O)c3ccccc3O2)cc(OC)c1OC (stereo not drawn)	-0.33	110.4	111.3	-0.4	-0.2	97.5	-42.7	-16.3	-3.4
CC(C)(C)C(=O)C(CO)(Oc1ccc(Cl)cc1)n1cncn1 (stereo not drawn)	0.81	103.0	105.5	·	6.3	78.1	·	·	·
CCOC(=O)c1ccc(NC(=O)COc2ccccc2OC)cc1	0.99	·	·	-3.4	·	·	2.7	1.4	1.9
Cc1ccc(NC(=O)Cn2cc3c(n2)CCC(C)C3)cc1 (stereo not drawn)	·	99.2	99.8	·	1.0	99.2	·	·	·
CC(C)NC(=O)c1ccccc1S(=O)(=O)c1ccccc1C#N	1.52	·	·	1.1	·	·	-4.3	-11.5	8.7
CCOC(=O)N1CCC(N2Cc3cccc(C(=O)NCc4ccc5c(c4)OCO5)c3C2=O)CC1	·	83.6	94.6	·	0.4	54.6	·	·	·
Cc1ccc(NC(=O)Cc2nnc(SCC(=O)c3ccc(Br)cc3)n2C)cc1Cl	·	75.8	101.3	-12.1	10.6	95.9	2.2	-3.0	5.8
Cc1snc(S(=O)(=O)Cc2ccccc2Cl)c1C#N	1.16	·	·	23.5	·	·	-8.1	15.0	4.9
COc1ccc2c(c1)CCc1c-2n[nH]c1C(=O)O	2.22	87.6	99.2	·	1.9	86.5	·	·	·
CN(C(=O)c1ccccc1NC(=O)C(F)(F)F)c1ccccc1	0.35	·	·	-8.9	·	·	-27.7	-0.3	-17.2
O=C(NCC1COc2ccccc2O1)Nc1ccccc1F (stereo not drawn)	-0.76	90.4	95.1	·	13.5[fluorescence artefact?]	110.5	·	·	·
CCOC(=O)N1CCN(C(=O)C2CCCN(c3ncnc4c3sc3cccc(F)c34)C2)CC1 (stereo not drawn)	·	59.9	57.0	·	15.9	40.5	·	·	·
COc1ccccc1Nc1nc2ccc(C)cc2cc1C#N	0.28	·	·	1.9	·	·	-20.0	4.6	13.2
Cc1nc(-c2ccccc2)sc1C(N)=O	0.5	95.7	100.1	6.3	7.3	105.2	-16.3	-4.2	-18.7
Cn1cccc1Cc1nnc(SCC(=O)N2CCOCC2)n1-c1ccc(F)cc1	·	105.5	98.9	8.8	-0.9	99.3	-7.3	2.3	1.9
CCSc1nc2c(c(=O)[nH]c(=O)n2C)n1CC(O)COc1ccccc1C (stereo not drawn)	-0.45	·	·	2.9	·	·	-32.5	33.9	4.8
COC(=O)CN(c1ccc(OC)c(OC)c1)S(C)(=O)=O	0.76	92.0	97.7	18.0	-6.7	92.4	-12.9	7.2	-47.6
COc1ccc(C(c2nnnn2Cc2ccccc2)N2CCN(c3nc4ccccc4s3)CC2)cc1 (stereo not drawn)	-4.09*	109.0	102.0	·	-2.0[fluorescence artefact?]	75.0	·	·	·

Two entries picked at random from the list so far:
SMILES	Pyk2 oligo antag	HUVEC prolif 384	Fibroblast inh	VCAM1 TNFa inh	Smad3 FoxH1 inh	H69AR growth 86K	HUVEC tox IL1B	HUVEC tox TNFa	cytoskel mod
Cc1ccc(NC(=O)Cn2cc3c(n2)CCC(C)C3)cc1 (stereo not drawn)	·	99.2	99.8	·	1.0	99.2	·	·	·
COC(=O)c1sc(NC(=O)CC(C)C)c(C(=O)OC)c1C	-0.93	88.8	96.1	1.9	2.3	72.0	23.1	-25.8	-7.8

New compounds follow:
SMILES	Pyk2 oligo antag	HUVEC prolif 384	Fibroblast inh	VCAM1 TNFa inh	Smad3 FoxH1 inh	H69AR growth 86K	HUVEC tox IL1B	HUVEC tox TNFa	cytoskel mod
OC(COCc1ccc2c(c1)OCO2)CN1CCN(Cc2ccccc2)CC1 (stereo not drawn)	1.05	89.7	99.5	11.1	8.3	103.3	22.1	3.9	10.2
Cc1ccc(NS(=O)(=O)c2cc(C(=O)N3CCc4ccccc4C3)ccc2Cl)cc1	-1.04	·	·	5.7	·	·	-26.4	6.6	-20.8
CCOc1cc(C(c2c(C)[nH][nH]c2=O)c2c(C)[nH][nH]c2=O)ccc1OS(=O)(=O)c1ccc(C)cc1	-0.43	95.7	98.7	8.4	27.5	97.9	6.5	-7.0	-12.1
O=C(Nc1ccccc1C(=O)NCc1ccco1)c1ccccc1	-1.58	99.8	105.3	7.4	8.4	83.6	0.3	11.4	21.5
CC(=O)NC(Cc1ccccc1)C(=O)N1CCN(C(=O)c2cccs2)CC1 (stereo not drawn)	-0.26	105.3	96.5	6.1	6.4	100.4	-13.3	-36.9	5.2
CCOc1ccc2[nH]c(=O)c(CN(CC3COCCO3)C(=O)C3CC3)cc2c1 (stereo not drawn)	0.55	89.7	94.2	7.9	-5.0	89.1	12.1	-9.6	-10.2
O=C(Nc1ccc2nc(-c3ccc4nc[nH]c4c3)[nH]c2c1)c1cccs1	-0.64	73.1	96.4	-0.3	2.6	43.5	-18.5	-12.7	22.9
O=C(NCc1nc2ccccc2[nH]1)c1cccc(S(=O)(=O)N2CCCC2)c1	1.03	93.6	100.4	-5.6	-6.4	90.1	-30.5	19.7	·
Cn1c(=O)c(Oc2cc(Cl)cc(Cl)c2)nc2ccccc21	1.23	·	·	8.0	·	·	1.2	-30.1	52.1
CCC1(CC)Cc2ccccc2C(Nc2c(C)n(C)n(-c3ccccc3)c2=O)=N1	0.93	91.7	97.7	-8.8	10.1	87.2	-5.3	0.0	-1.4
c1ccc(CCN2CN(CCCN3CCOCC3)c3nc4ccccc4n3C2)cc1	1.18	92.0	95.8	14.8	-0.1	92.6	8.1	7.8	-5.6
CCn1c2ccccc2c2cc(/C(C)=N/O)ccc21	-0.55	·	·	16.0	·	·	6.2	-5.2	-10.6
CCOc1cccc(N2C(=O)CC(N3CCN(c4ccc(S(=O)(=O)CC)cc4)CC3)C2=O)c1 (stereo not drawn)	0.02	94.7	99.4	-8.5	4.9	79.9	-4.5	-30.1	1.7
CC(C)(C)c1ccc(O)c(/C=N\O)c1	1.32	95.3	87.3	-1.7	1.9	25.1*	-37.5	-20.3	1.6
Cc1[nH]c(=O)c(C#N)cc1-c1ccccc1	-0.04	·	·	3.2	·	·	-18.4	-0.8	-2.0
CCOC(=O)C1CCN(C(=O)Cc2c(F)cccc2Cl)CC1	0.64	91.1	105.5	17.2	0.4	99.1	31.2	-4.0	-7.4
Cc1ccc(-c2nn3c(C)nnc3s2)cc1NC(=O)COc1ccc(Cl)cc1	·	77.0	68.7	-4.5	-1.5	43.5	-5.1	-15.7	4.4
CC(C)=C1SC(N2CCN(c3ccc(C)cc3)CC2)=NC1=O	0.23	99.4	98.3	12.1	-1.4	107.0	-3.7	-15.1	-4.2
Clc1cccc(NCc2nnc(SCc3ccccc3Cl)o2)c1	1.58	·	·	-31.4	·	·	3.7	4.4	-3.3
CCCCCn1c(=O)c(-c2nc3ccccc3c(=O)[nH]2)c(O)c2ccccc21	·	105.2	102.1	2.8	-5.0	95.7	-16.8	-7.0	1.3
CC(C)NC(=O)c1ccc2c(c1)S(=O)(=O)c1ccccc1C2=O	0.32	105.2	106.8	10.4	-24.5	82.6	5.0	-1.6	-2.5
COc1ccc(N2CCN(C(=O)C3CCN(S(=O)(=O)N4CCOCC4)CC3)CC2)cc1	-0.53	108.6	99.5	5.4	-17.0	94.7	-84.9	-21.3	·
O=C(O)CC(NC(=O)C(c1ccccc1)c1ccccc1)c1ccco1 (stereo not drawn)	-0.13	100.1	98.9	15.3	-5.3	98.9	-32.1	-10.7	-0.4
O=C(NCc1ccccc1)C(c1ccc(F)cc1)N(Cc1ccc2c(c1)OCO2)C(=O)Cn1nnc(-c2cccs2)n1 (stereo not drawn)	-1.09	83.4	82.0	1.6	-7.4	75.1	14.3	-4.5	10.2
Oc1c(C(c2cccs2)N2CCC3(CC2)OCCO3)sc2ncnn12 (stereo not drawn)	·	107.6	96.2	4.3	-1.4	92.0	-3.7	-13.7	0.5

(list continues)
SMILES	Pyk2 oligo antag	HUVEC prolif 384	Fibroblast inh	VCAM1 TNFa inh	Smad3 FoxH1 inh	H69AR growth 86K	HUVEC tox IL1B	HUVEC tox TNFa	cytoskel mod
CCc1cccc(NC(=O)CN(C)S(=O)(=O)c2cnc[nH]2)c1	-0.09	93.4	97.8	14.3	4.0	102.9	4.9	-25.6	2.7
Cc1cc(N2CCCCC2)nc2ccc(NC(=O)c3ccc(Br)o3)cc12	0.37	34.2	92.9	-4.0	24.0	44.4	-11.0	-17.3	·
CC(C)NCC(=O)NC12CC3CC(CC(C3)C1)C2	-0.5	91.6	97.4	6.6	-6.0	89.6	17.1	·	-0.8
Cc1nn(CCC#N)c2nc(C(F)(F)F)[nH]c(=O)c12	-0.71	103.3	92.5	·	-3.0	97.3	·	·	·
COc1cccc(CN2C(=O)C3CCCN3c3ccc(S(=O)(=O)N4CCOCC4)cc32)c1 (stereo not drawn)	·	·	·	2.6	·	·	15.8	-15.2	2.3
CCOC(=O)C1CCN(S(=O)(=O)c2cccc(-c3csc(C)n3)c2)CC1	1.58	96.1	97.5	9.2	-4.9	87.0	-12.5	1.5	-15.6
COC(=O)c1ccc(Cl)c(-c2ccc(/C=N/NC(=O)Nc3ccccc3)o2)c1	-3.17*	·	·	15.4	·	·	-5.1	0.4	-12.3
COC(=O)c1[nH]c2cccc(OC)c2c1NC(=O)CN1CC(C)OC(C)C1 (stereo not drawn)	1.06	104.3	108.8	10.1	19.8[fluorescence artefact?]	102.2	-2.5	-22.6	-14.8
CN1CCN(S(=O)(=O)c2cc([N+](=O)[O-])ccc2N2CCCCCC2)CC1	-0.52	·	·	-11.6	·	·	-16.3	-30.0	10.4
CCS(=O)(=O)c1ccc2c(c1)N(S(C)(=O)=O)CC(C(=O)NC1CC1)O2 (stereo not drawn)	0.25	·	·	-4.7	·	·	-15.3	-1.2	-0.5
CCCN(CCC)C(=O)c1c(C)[nH]c(C(=O)OCC)c1C	·	97.5	105.3	-2.6	-6.5	95.9	8.4	6.2	-5.3
Cc1nc(SCc2ccc(Br)cc2)[nH]c(=O)c1C	0.76	71.3	83.7	66.8*	-12.1	90.1	8.5	32.7	-24.1

Screens (PubChem)

These rows are one share of the data, so the mix of outcomes need not match the whole.
